Dyrk1A ADPGlo: rat Dyrk1A kinase inhibitors, primary screen, biochemical, single point, plate reader; AID 504441, 2011; ADP-Glo luminescence, NFATc1 peptide; actives 0.43% (n = 310,000); inhibition, % at 12.5 µM; in the data active means inhibition above about 50%;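 further: plate controls were vehicle with enzyme for no effect and no enzyme for full effect; many of its hits are not listed in these tables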
The depositor's hits bear a star. Some of the compounds tested (hit frequency here may not be typical).

SMILES | Dyrk1A ADPGlo
CCN(C[C@H]1N[C@@](C)(C(=O)OC)[C@H]2C(=O)N(Cc3ccccc3)C(=O)[C@@H]12)C(=O)c1ccc(C(C)(C)C)cc1 | 0
C[C@H]1C(c2ccc(F)cc2)=NN(c2ccccc2)[C@@H]1CO | -1
COc1cc(C2C(C(=O)c3sc(C)nc3C)=C(O)C(=O)N2CCN(C)C)cc(OC)c1OC (stereo unspecified) | 4
CC(=O)OC1C(=O)N(Cc2ccccc2)C1c1ccc(C)cc1 (stereo unspecified) | -4
O=C(/C=C/c1ccccc1)Nc1cccc(C(=O)NCCCc2ccccc2)c1 | -20
NC(=O)C1CCCN(C(=O)CN2C(=O)NC(c3ccccc3)(c3ccccc3)C2=O)C1 (stereo unspecified) | -17
CCC1(C)COC(c2ccc3c(c2)OCO3)OC1 (stereo unspecified) | -2
Nc1nc2cc(Cl)c(Br)cc2o1 | 34
CCOC(=O)C1=CN(Cc2ccco2)S(=O)(=O)N(CC)C1c1ccccc1 (stereo unspecified) | -1
O=C(CSc1nncs1)Nc1cc(S(=O)(=O)N2CCOCC2)ccc1N1CCCC1 | 6
COc1ccccc1CNC(=O)COC(=O)C1CCN(S(=O)(=O)c2c(Cl)cccc2Cl)CC1 | 10
CC(=O)Nc1cc2c3c(cccc3c1)-c1ccccc1-2 | -3
O=C(Nc1ccc(S(=O)(=O)N2CCCCC2)cc1)c1ccc(=O)[nH]c1 | 3
O=C(c1ccc(F)cc1)c1cccc(C(=O)c2ccc(F)cc2)n1 | -4
COc1ccccc1CCNC(=O)c1cc(-c2ccccn2)nc2ccccc12 | 4
CCN(C[C@H]1N[C@@](C)(C(=O)OC)[C@H]2C(=O)N(C)C(=O)[C@@H]12)C(C)=O | -2
CCCNC(=O)CSc1ccc(S(=O)(=O)N2CCCCC2)cn1 | 7
O=C(/C=C/c1ccc(Cl)cc1)N1CCN(CCN2C(=O)c3cccc4cccc(c34)C2=O)CC1 | -7
Cc1cccc(O)c1C | 15
COC(=O)[C@@H](Cc1c[nH]c2ccccc12)NCc1cccc(B(O)O)c1 | 12

A second format for part of the listing above.
compound	Dyrk1A ADPGlo
C[C@H]1C(c2ccc(F)cc2)=NN(c2ccccc2)[C@@H]1CO	-1
COc1cc(C2C(C(=O)c3sc(C)nc3C)=C(O)C(=O)N2CCN(C)C)cc(OC)c1OC (stereo unspecified)	4
CC(=O)OC1C(=O)N(Cc2ccccc2)C1c1ccc(C)cc1 (stereo unspecified)	-4
O=C(/C=C/c1ccccc1)Nc1cccc(C(=O)NCCCc2ccccc2)c1	-20
NC(=O)C1CCCN(C(=O)CN2C(=O)NC(c3ccccc3)(c3ccccc3)C2=O)C1 (stereo unspecified)	-17
CCC1(C)COC(c2ccc3c(c2)OCO3)OC1 (stereo unspecified)	-2
Nc1nc2cc(Cl)c(Br)cc2o1	34
CCOC(=O)C1=CN(Cc2ccco2)S(=O)(=O)N(CC)C1c1ccccc1 (stereo unspecified)	-1
O=C(CSc1nncs1)Nc1cc(S(=O)(=O)N2CCOCC2)ccc1N1CCCC1	6
COc1ccccc1CNC(=O)COC(=O)C1CCN(S(=O)(=O)c2c(Cl)cccc2Cl)CC1	10
CC(=O)Nc1cc2c3c(cccc3c1)-c1ccccc1-2	-3
O=C(Nc1ccc(S(=O)(=O)N2CCCCC2)cc1)c1ccc(=O)[nH]c1	3
O=C(c1ccc(F)cc1)c1cccc(C(=O)c2ccc(F)cc2)n1	-4
COc1ccccc1CCNC(=O)c1cc(-c2ccccn2)nc2ccccc12	4
CCN(C[C@H]1N[C@@](C)(C(=O)OC)[C@H]2C(=O)N(C)C(=O)[C@@H]12)C(C)=O	-2
CCCNC(=O)CSc1ccc(S(=O)(=O)N2CCCCC2)cn1	7
O=C(/C=C/c1ccc(Cl)cc1)N1CCN(CCN2C(=O)c3cccc4cccc(c34)C2=O)CC1	-7
Cc1cccc(O)c1C	15

Next part
SMILES | Dyrk1A ADPGlo
CCOc1ccc(S(=O)(=O)N2CCN(C(=O)c3oc4ccccc4c3C)CC2)cc1 | 3
CCN1C(=O)[C@H]2[C@H]3CN=C(SCC(=O)c4ccccc4)N3[C@@](CC)(C(=O)OC)[C@H]2C1=O | -2
CCOC(=O)C1=C(C)N(C[C@@H]2CC[C@@H](Cc3ccc4cc(OC)ccc4c3)O2)C(=O)NC1c1ccccc1 (stereo partly specified) | 2
CC(C)CN(C(=O)C1CCCO1)c1c(N)n(CC(C)C)c(=O)[nH]c1=O (stereo unspecified) | 4
O=C(NC(Cc1ccc(O)cc1)C(=O)N=Nc1c(O)[nH]c2ccccc12)c1ccccc1 (stereo unspecified) | 0
CCOC(=O)C1=C(O)/C(=C/c2ccc(-c3ccccc3C(=O)O)o2)SC1=Nc1ccc(C)cc1 | 1
CC(=O)Nc1ccc(S(=O)(=O)N2CCN(S(=O)(=O)c3cccs3)CC2)cc1 | -4
CN(Cc1cnc2nc(N)nc(N)c2n1)c1ccc(C(=O)NC(CCC(=O)O)C(=O)O)cc1C(F)(F)F (stereo unspecified) | 12
CN(Cc1ccc([N+](=O)[O-])cc1)c1ccccc1 | -2
O=C(CCNC(=O)c1ccco1)Nc1nc2ccccc2s1 | -1

Exported field by field: entries from further up.
smiles: CN(Cc1ccc([N+](=O)[O-])cc1)c1ccccc1
- Dyrk1A ADPGlo: -2
smiles: O=C(CCNC(=O)c1ccco1)Nc1nc2ccccc2s1
- Dyrk1A ADPGlo: -1

Next section:
SMILES | Dyrk1A ADPGlo
CCOC1=CC(=O)OC(c2ccccc2)C1 (stereo unspecified) | 0
O=C(OCc1nnc(-c2ccc([N+](=O)[O-])cc2)o1)C1CCN(C(=O)c2ccc(Cl)cc2)CC1 | 0
Nc1nc(SCC(=O)N2N=C3/C(=C\c4ccco4)CCCC3C2c2ccco2)n[nH]1 (stereo unspecified) | -2
COc1ccc(-c2nnc(N)s2)cc1OC | 0
O=C(Cc1ccc([N+](=O)[O-])cc1)Oc1ccccc1 | -2
O=C1CCC[C@@H]2[C@@H](Cc3ccccc3)[C@H](N3CCN(c4ccccc4)CC3)C[C@@H]3CCN1[C@@H]32 | 5
CCOC(=O)c1c(NC(=O)CN2CCN(c3cccc(Cl)c3)CC2)sc(C)c1C | -4
CN(CC(=O)NCc1ccco1)CC(=O)Nc1cc(S(C)(=O)=O)ccc1Cl | -15
Cc1cccc(-c2nnc(-c3ccc4ccccc4c3)o2)c1 | 5
CS(=O)(=O)c1ccccc1C(=O)N1CCN(S(=O)(=O)c2ccc(C3CCCCC3)cc2)CC1 | 0
O=C(c1cc(C2CC2)nn1-c1ccccc1)N1CCN(c2ccc(O)cc2)CC1 | 1
COC(=O)C=C1CCC2C3CCC4=CC(=O)C(Br)CC4(C)C3C(=O)CC12C (stereo unspecified) | -2
CC1(C)COC(c2ccc3c(c2)OCO3)OC1 | 2
COc1ccc(NC(=O)CCN(c2ccc(OC)cc2)S(=O)(=O)c2ccc(C)c(C)c2)cc1 | -5
COc1cccc(NC(=O)CN(C)C(=O)c2ccc3[nH]c4c(c3c2)CC(C)CC4)c1 (stereo unspecified) | -9
COc1ccc2c(c1C)CCC(C)(C#N)C2=O (stereo unspecified) | -3
Cc1ccc(CNC(=O)COC(=O)c2ccc(S(=O)(=O)N3CCCCCC3)cc2)cc1 | 6
Clc1ccc(-c2nnc(-c3cccc4ccccc34)o2)cc1 | 2
CC(C=NNC(=O)C(=O)NN=CC(C)=Cc1ccccc1)=Cc1ccccc1 | 2
CCN(C(=O)COC(=O)CSc1ccc(C)cc1C)c1c(N)n(Cc2ccccc2)c(=O)[nH]c1=O | 5
CCOC(=O)c1ccccc1NC(=O)CN1CCC(n2nnc3cc(F)ccc32)CC1 | -12
Cc1ccc(S(=O)(=O)Oc2ccccc2-c2ccccc2)cc1 | -1
Cc1cccc(NC(=O)CN(CC2CCCO2)C(=O)c2cc3ccccc3o2)c1C (stereo unspecified) | 2
CCN1C[C@@H]2[C@@H]3C(=O)N(Cc4ccccc4)C(=O)[C@@H]3[C@](CC)(C1=O)N2C(=O)c1ccc(F)cc1 | -1
CC(C)CN(C(=O)COC(=O)c1cc(=O)[nH]c2ccccc12)c1c(N)n(Cc2ccccc2)c(=O)[nH]c1=O | 2
COc1ccccc1C(=O)NCCC(=O)N1CCN(c2ccc(C(F)(F)F)cn2)CC1 | -4
COC(=O)CCN(Cc1ccccc1)S(=O)(=O)c1ccccc1Br | 1
Cc1c(-c2ccccc2)c(-c2ccc(OCCN(C)C)cc2)n2ccccc12 | 0
CON=C1C=C(C)C(=O)C(C)=C1C | -3
Cc1cc2oc(=O)cc(-c3ccccc3)c2c(C)c1-c1ccc(F)c(Cl)c1 | -1
Cc1ccc(S(=O)(=O)N2CCN(C(=O)c3cc(S(=O)(=O)N4CCOCC4)ccc3Cl)CC2)c(C)c1 | -1
COc1ccc(NC(=O)CN(C)C(=O)c2ccc(C)c(S(=O)(=O)N3CCCCC3)c2)cc1 | -2
O=C(NN(C(=O)c1ccccc1)c1cccs1)c1ccccc1 | 1
Cc1ccc(C(=O)Nc2ccccc2N2CCCCC2)cc1S(=O)(=O)N1CCOCC1 | 4
Cc1ccc(S(=O)(=O)N2CCN(C(=O)COC(=O)/C=C/c3cccc([N+](=O)[O-])c3)CC2)c(C)c1 | 1
CC(=O)Nc1ccc2c(O)cc(S(=O)(=O)O)cc2c1 | 2
COc1ccc(C(=O)OCC(=O)N2CCN(S(=O)(=O)c3ccc(C)cc3)CC2)cc1[N+](=O)[O-] | 2
NC(CSC1(c2ccc(Cl)cc2)c2ccccc2-c2ccccc21)C(=O)O (stereo unspecified) | 8
CC[C@H]1C(c2ccc(F)cc2)=NN(c2ccccc2)[C@@H]1CO | 1
C[C@]12c3[nH]c4cc(-c5ccco5)ccc4c3CCN1C(=O)[C@@H](CC(=O)NCCC1=CCCCC1)C[C@@H]2C(=O)N1CCOCC1 | -2
CCN(CC)C(=O)[C@H]1C[C@H](CC(=O)NCc2ccco2)C(=O)N2CCc3c([nH]c4cc(-c5ccco5)ccc34)[C@]12C | -7
COc1cc2oc(=O)cc(-c3cccc(-c4cccc(C)c4)c3)c2c(OC)c1OC | 0
CCCCC[C@@H]1C=C(C(=O)O)[C@H](c2ccc(Cl)cc2)N1S(=O)(=O)c1ccc(C)cc1 | -24
COc1ccc(OCCCC(=O)OCC(=O)Nc2ncc(Cl)cc2Cl)cc1 | -7
C#CCOCCOCCOCCNc1nc(N2CCN(C(=O)[C@H](CO)n3cc([C@@H](N)C(C)C)nn3)CC2)nc(N2CCN(C(=O)[C@H](CO)n3cc([C@@H](N)C(C)C)nn3)CC2)n1 | -6
CC[C@@]1(C(=O)OC)N[C@H](CN(C)S(=O)(=O)c2ccc(C(C)(C)C)cc2)[C@@H]2C(=O)N(C)C(=O)[C@@H]21 | -3
O=C1C=CC(=O)c2c(O)c(N3CCN(CCO)CC3)c(Cl)c(O)c21 | 16
Cn1nc(SCc2ccccc2)c(=O)n(C(c2ccccc2)c2ccccc2)c1=O | -1
NS(=O)(=O)c1ccc(CCNC(=O)/C=C/c2ccc(S(=O)(=O)N3CCOCC3)cc2)cc1 | -6
C[C@H]1NC(=O)[C@]2(C)[C@@H](c3ccccc3)[C@H]3COc4ccccc4[C@H]3N2C1=O | 7
(next part)
SMILES | Dyrk1A ADPGlo
COc1ccc(NC(=O)N(C)C[C@H]2Oc3ccc(NS(=O)(=O)c4cn(C)cn4)cc3C(=O)N([C@H](C)CO)C[C@@H]2C)cc1 | 1
CC(=O)N1CCN(C(=O)c2cc(S(=O)(=O)N(C)Cc3ccccc3)ccc2Cl)CC1 | -1
CN(CC(=O)NCCc1ccc(F)cc1)CC(=O)Nc1ccc(F)c(F)c1F | -1
COC(=O)C1C2CC3c4[nH]c5cc(OC)ccc5c4CCN3CC2CC(O)C1OC (stereo unspecified) | 2
O=C(NCC(c1ccco1)N1CCCC1)c1cn(-c2ccccc2)nc1-c1ccc(F)cc1 (stereo unspecified) | 8
CC(NC(=O)C(Cc1ccccc1)=NO)c1ccccc1 (stereo unspecified) | 0
CN(CCc1ccccc1)C(=O)c1ccc(NC(=O)Cc2ccc(NC(=O)C3CCCN(C(=O)CCc4ccccc4)C3)cc2)cc1 (stereo unspecified) | -2
CCCCN(C(=O)c1ccc(NC2CC2)c([N+](=O)[O-])c1)c1c(N)n(CCCC)c(=O)[nH]c1=O | 0
O=C(CC1SC(N2CCCC2)=NC1=O)Nc1ccc(C(=O)NCCOc2ccccc2F)cc1 (stereo unspecified) | 0
O=C(CCC(=O)c1cccs1)OCC(=O)c1ccccc1F | -9
N#CCSc1ccccc1NC(=O)COc1ccc(-c2nnco2)cc1 | 5
O=C(Nc1ccc2ccccc2c1)c1ccccc1[N+](=O)[O-] | 4
C/C(=N\Nc1ccc(Cl)nn1)c1ccccc1O | -9
COc1ccc(C(=O)NCC(C)(C)N2CCOCC2)cc1S(=O)(=O)NCc1ccc(Cl)cc1 | 8
COCCN(C(=O)c1cc(CN2C(=O)c3ccccc3C2=O)ccc1OC)c1c(N)n(CC(C)C)c(=O)[nH]c1=O | -3
CCOC(=O)C1CCCC12Nc1cccc3cccc(c13)N2 (stereo unspecified) | 2
O=[N+]([O-])c1ccc2nc(NN=Cc3ccc(O)cc3)sc2c1 | -6
COc1ccc(C(=O)OCC(=O)NCC2CCCCC2)cc1F | -3
Oc1c(Cl)cc(Oc2cc(Cl)c(O)c(CN3CCOCC3)c2)cc1CN1CCOCC1 | 9
O=S(=O)(c1ccc(Br)cc1F)N1CCC(O)CC1 | 7
C=CCCC1CN(Cc2ccco2)S(=O)(=O)c2c(F)cccc2O1 (stereo unspecified) | -11
Cc1n[nH]c(C)c1NC(=O)CN1CCN(S(=O)(=O)c2ccc(C(F)(F)F)cc2)CC1 | -4
O=C(Cc1ccc(S(=O)(=O)N2CCOCC2)s1)N1CCN(S(=O)(=O)c2ccccc2[N+](=O)[O-])CC1 | 10
O=C(COC(=O)c1nc(Cl)ccc1Cl)Nc1cccc(S(=O)(=O)N2CCOCC2)c1 | 8
O=C(O)C1=CC2C=C(Cl)C=CC2OC1=O (stereo unspecified) | 8
